From PubChem BioAssay
TR SRC2 fluor cs – Total Fluorescence Counterscreen for Inhibitors of the Interaction of Thyroid Hormone Receptor and Steroid Receptor Coregulator 2 | AID 1479, 2009 | 280,000 tested, 0.29% active | TRb/SRC2 Texas Red total fluorescence interference | Potency, µM (doses to about 106 µM), without a hit: at the top dose fluorescence change, negative = quenching; active = well fitted curve in either direction with a large enough effect; inconclusive = small, poorly fitted or top-dose-only effect; note: % is set by controls: 0 for no effect and ±100 for the full control effect
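Human TRb ligand-binding domain at 0.6 uM with 20 nM Texas Red SRC2 peptide in Tris buffer containing 1 uM T3 and 5% DMSO, incubated with compound 5 h at ambient temperature. Total fluorescence (555/632 nm) calculated as parallel + 2 × perpendicular.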
L3MBTL1 inh – qHTS Assay for the Inhibitors of L3MBTL1; AID 485360, 2010; Potency, µM (series often up to 57.1 µM), inactives show top-dose activity, negative = inhibition, actives largely listed as inhibitors; AlphaScreen L3MBTL1–H3K9me1 peptide binding; 230,000 tested, 0.66% active; Lethal(3)malignant brain tumor-like protein 1 (Homo sapiens), Q9Y468; note: % is set by controls: 0 for no effect and ±100 for the full control effect; nearly all actives have a fitted effect of over 60% in size
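AlphaScreen proximity signal between nickel-chelate acceptor and streptavidin donor beads (final 10 ug/mL) reports binding of 50 nM L3MBTL1 to 75 nM biotin-H3 K9me1 peptide; complex incubated with compounds 30 min at room temperature; cefsulodin titration as control.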
Tau fibril FP – qHTS for Inhibitors of Tau Fibril Formation, Fluorescence Polarization; Microtubule-associated protein tau (Homo sapiens), P10636; K18 P301L tau heparin fibrillization, Alexa594 FP, 6 h; Potency, µM (highest dose often 57.7 µM), inactives show at the highest dose activity, negative = inhibition, usual class: inhibitors; 280,000 tested, 0.39% active; note: % is set by controls: 0 for no effect and ±100 for the full control effect; nearly all actives have a fitted effect of over 55% in size
Target sequence (P10636 561-689 P618L limits assumed): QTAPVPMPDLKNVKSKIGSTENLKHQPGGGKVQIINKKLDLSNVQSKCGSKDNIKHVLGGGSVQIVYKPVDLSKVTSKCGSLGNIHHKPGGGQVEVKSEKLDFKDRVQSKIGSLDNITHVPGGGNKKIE
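FP of Alexa 594-tau after heparin (20 uM) induction. Substrate: human K18 P301L, 15 uM unlabeled, 0.24 uM labeled. Buffer 100 mM sodium acetate pH 7. 6 hr, 37 C.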
HTT ATP protect – qHTS Multiplex Assay to Identify Dual Action Probes in a Cell Model of Huntington: Cytoprotection (ATP); PC12 HTT-Q103 induced, cytoprotection, ATP luminescence, 40 h; Potency, µM (doses to about 56.4 µM), for the others: cytoprotection (ATP increase), hits mostly activators; 230,000 tested, 0.14% active; AID 1471, 2008;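 note: % of control where 0% means no effect; nearly all actives have a fitted effect of over 45% in size; toxic huntingtin expression switched on by the ecdysone agonist tebufenozide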
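ATP quantification (ATPlite) reports survival of PC12 cells in which tebufenozide, 100 nM final, switches on Htt exon 1 with 103 glutamines linked to GFP; compounds are titrated.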
Tau fluor counter – Counterscreen qHTS for Inhibitors of Tau Fibril Formation, Fluorescence Polarization. 280,000 tested, 0.93% active. tau K18 P301L Alexa594 fluorescence, heparin fibrillization. Potency, µM (highest dose often 57.7 µM), for inactives: at the highest dose activity change, negative = decrease; note: % is set by controls: 0 for no effect and ±100 for the full control effect; nearly all actives have a fitted effect of over 55% in size
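Human tau K18 P301L (15 uM unlabeled, 0.24 uM Alexa 594-labeled) in 100 mM sodium acetate pH 7 with 20 uM heparin, 6 hr at 37 C. ThT 30 uM added, 1 hr ambient; Alexa 594 FP and total fluorescence read at 555/632 nm.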
Tau ThT inhib – qHTS for Inhibitors of Tau Fibril Formation, Thioflavin T Binding. Microtubule-associated protein tau (Homo sapiens), P10636. recombinant tau K18 P301L (four-repeat tau fragment), heparin-induced fibrillization, ThT fluorescence. Potency, µM (doses to about 57.4 µM), without a hit: at the top dose activity, negative = inhibition, usual class: inhibitors. 270,000 tested, 2.1% active. AID 1460, 2008; note: % is set by controls: 0 for no effect and ±100 for the full control effect; nearly all actives have a fitted effect of over 55% in size
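Heparin-induced (20 uM) aggregation of recombinant human K18 P301L tau, 15 uM unlabeled with 0.24 uM labeled, pH 7 acetate buffer, 6 hr at 37 C with compound. Fibrils quantified by 30 uM ThT fluorescence after 1 hr ambient incubation.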
RECQ1 inh – qHTS Assay for Inhibitors of RecQ-Like Dna Helicase 1 (RECQ1); Potency, µM (titrated, usually from 57.3 µM), without a hit: at the highest dose activity, negative = inhibition, actives largely listed as inhibitors; RECQ1 DNA unwinding, red fluorescence kinetic read; 240,000 tested, 0.54% active;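 note: plate controls were vehicle for no effect and no enzyme for full effect; nearly all actives have a fitted effect of over 30% in size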
Target sequence (P46063 whole entry, looked up): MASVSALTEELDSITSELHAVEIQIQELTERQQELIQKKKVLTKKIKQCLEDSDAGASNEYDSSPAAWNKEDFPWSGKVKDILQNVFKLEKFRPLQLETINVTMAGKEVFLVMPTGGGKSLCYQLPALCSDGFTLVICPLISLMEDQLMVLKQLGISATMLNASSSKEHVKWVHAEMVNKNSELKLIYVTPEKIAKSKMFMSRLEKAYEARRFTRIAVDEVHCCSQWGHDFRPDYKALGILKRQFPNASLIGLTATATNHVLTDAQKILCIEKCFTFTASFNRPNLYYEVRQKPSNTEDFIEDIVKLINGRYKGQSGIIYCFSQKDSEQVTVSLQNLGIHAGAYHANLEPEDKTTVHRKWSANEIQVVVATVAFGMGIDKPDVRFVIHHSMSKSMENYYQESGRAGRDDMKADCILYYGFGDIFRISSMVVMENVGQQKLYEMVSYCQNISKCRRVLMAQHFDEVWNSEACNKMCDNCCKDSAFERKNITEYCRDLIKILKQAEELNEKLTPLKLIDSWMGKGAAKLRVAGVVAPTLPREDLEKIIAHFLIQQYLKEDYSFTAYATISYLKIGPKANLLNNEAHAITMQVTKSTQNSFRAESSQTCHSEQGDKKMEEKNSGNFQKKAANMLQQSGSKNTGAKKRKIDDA
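RECQ1T1 50 nM; forked duplex (20 bp + 30-nt ss tails) 200 nM, ATP 2 mM final; pH 8.0, 2 mM MgCl2, 2.5 ug/ml poly(dI-dC); 15 min compound preincubation; discontinuous kinetic read over 2 h at RT.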
TRb-SRC2 inh – qHTS for Inhibitors of the Interaction of Thyroid Hormone Receptor and Steroid Receptor Coregulator 2; TRbeta-SRC2 peptide binding, fluorescence polarization; receptor liganded with 1 µM T3; Potency, µM (doses to about 106 µM), for the others: top-dose activity change, negative = inhibition, actives largely listed as inhibitors; 280,000 tested, 0.065% active; AID 1469, 2008;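 note: plate controls were bound peptide for no effect and peptide without receptor for full effect; nearly all actives have a fitted effect of over 50% in size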
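Human TRb ligand-binding domain (0.6 uM) is mixed with 20 nM Texas Red SRC2 peptide and 1 uM T3; after compound addition and 5 hr at ambient temperature, polarization is measured and normalized to unbound and bound controls.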
Active calls of the source: *; i = inactive; u = inconclusive; x = no result given; & = joins results of further samples; [ ] = remark or other dose. Unless noted, calls come from the whole dose curve; as a rule, active = well fitted curve in the direction sought with a large enough effect; inconclusive = small, poorly fitted or top-dose-only effect, or another doubt; inactive = no such curve, though single readings can be large; an effect the other way counts as inactive or inconclusive. Potency is the fitted concentration of half-maximal effect. A portion of the library, so the mix of outcomes need not match the whole.

SMILES | TR SRC2 fluor cs | L3MBTL1 inh | Tau fibril FP | HTT ATP protect | Tau fluor counter | Tau ThT inhib | RECQ1 inh | TRb-SRC2 inh
CCCn1cc(S(=O)(=O)c2cccc(Cl)c2)c(=O)c2cc(F)c(N3CCN(CC)CC3)cc21 | 112µM*[quencher] | x | 3% | x | 5% | 6% | x | -26%
O=c1[nH]ncn1-c1cccc(C(F)(F)F)c1 | 2% | -1% | -1% | 19%[10 µM] | 0% | 5% | 0% | 7%
CSc1nncc(=O)[nH]1 | -2% | 13% | 0% | -25% | -1% | -2% | -17% | 3%
CC(=O)Nc1ccc(NC(=O)C(C)OC(=O)c2ccc(OCc3c(C)noc3C)cc2)cc1 (configuration not stated) | -2% | x | 6% | -3% | -26% | -14% | i | -4%
NCCCNC(=O)c1cc2ccccc2[nH]1 | 2% | 2% | -6% | -7%[0.074 µM] | -24% | -14% | i | -3%
Cc1nc(N)c(Cc2ccc(Cl)cc2Cl)c(N)n1 | 4% | 11% | -1% | -11%[10 µM] | -5% | -4% | i | -2%
Cc1cc(C)n(Cc2ccc(C(=O)O)cc2)n1 | -2% | x | -13% | 21% | -12% | -12% | -7% | -1%
CCOc1cc(CNC(=O)c2ccc3c(c2)NC(=O)C2CCCCN32)cc(OCC)c1OCC (configuration not stated) | -1% | x | -1% | x | -15% | -9% | x | -9%
CCOC(=O)CSc1nnc(CSc2nc3ccccc3s2)n1C | -2% | 9% | 7% | 11% | -1% | -2% | -5% | -5%
C=C(CC)C(=O)c1ccc(OCC(=O)O)c(Cl)c1Cl | -1% | 2% | 6%&4% | u | 10%&5% | u | u | -11%
O=C(O)C(=O)/C(=C\c1ccccc1)c1ccc2ccccc2n1 | -5% | x | -3% | -22% | -12% | u | -1% | 3%
COC(=O)c1cccc(NC(=O)Nc2ccc(Cl)cc2Cl)c1 | 0% | -11% | u | 4%[10 µM] | u | 2% | -5% | 4%
Cc1ccc(O)c(NC2=C(Cl)C(=O)N(Cc3ccccc3)C2=O)c1 | -3% | u | u | 23% | u | 13µM* | -17% | -4%
N#C/C(=C\c1ccc(C#N)cc1)C(=O)N1CCCC1 | -3% | 31%[activator] | 12% | 10%[10 µM] | 5% | -7% | -6% | -11%
CCOC(=O)N1CCN(Cc2c(F)cccc2F)CC1 | 0% | x | 3% | 7% | -3% | -10% | -7% | 2%
COc1ccccc1CNC(=O)CSCc1nc(-c2ccc(OC)c(OC)c2)oc1C | 3% | x | 0% | x | -7% | -11% | x | -1%
COC(=O)c1ccccc1NS(=O)(=O)c1ccc(O)c(C(=O)O)c1 | 0% | x | 5% | 0% | -2% | 3% | 3% | 1%
CCCCn1c2ccc(F)cc2c2nnc(SCCN(CC)CC)nc21 | 2% | x | 5% | x | -7% | -6% | x | 4%
Cc1ccccc1Cn1c2ccccc2c2cnn(CC(=O)NCC(C)c3ccccc3)c(=O)c21 (configuration not stated) | -2% | x | -11% | x | 1% | 0% | x | -4%
COc1ccccc1/C=N/Nc1nccnc1Cl | -1% | x | -4% | -4% | -12% | -16% | -2% | -20%
O=C(c1ccc2c(=O)n(C3CCCC3)c(=S)[nH]c2c1)N1CCc2ccccc21 | -4% | 1% | 8% | -7% | -12% | -12% | -4% | 4%
O=[N+]([O-])c1cccc(S(=O)(=O)N2CCC(c3nc(-c4ccncc4)no3)CC2)c1 | -3% | x | -3% | 13% | -10% | -2% | -12% | -3%
Cc1ccc(-n2nnc3c(=O)n(Cc4ccccc4C)cnc32)cc1 | -1% | 11% | 3% | -20% | -9% | -9% | -1% | 3%
CN(C)C(CNC(=O)CCCc1c[nH]c2ccccc12)c1ccco1 (configuration not stated) | -2% | -7% | 13% | 5%[10 µM] | -8% | 0% | -1% | 0%
Cn1c2ccccc2c2ncn(Cc3ccco3)c(=O)c21 | -1% | -5% | 3% | -21% | -2% | 12% | -1% | 0%
SMILES | TR SRC2 fluor cs | L3MBTL1 inh | Tau fibril FP | HTT ATP protect | Tau fluor counter | Tau ThT inhib | RECQ1 inh | TRb-SRC2 inh
CC(C)(Oc1ccc(Br)cc1)C(=O)Nc1cc(-c2nc3ccccc3[nH]2)ccc1Cl | 6% | x | 16µM* | x | u | -1% | x | -1%
Cc1ccccc1Cn1c(=O)n(CCCCC(=O)NCc2ccc3c(c2)OCO3)c(=O)c2ccccc21 | 7% | x | 6% | x | -2% | -4% | x | 9%
Cc1ccc(NC(=S)NCCN(C2CCCCC2)C2CCCC2)cc1 | -4% | x | 7% | -34%[inhibitor] | -10% | 3% | 0% | -1%
CCC(C)NC(=O)C1CCCN1S(=O)(=O)c1ccc(Cl)cc1 (configuration not stated) | 3% | -20% | -5% | 24%[10 µM] | 0% | -3% | i | -17%
O=C(Cc1ccccc1)NCCSC1CCCCC1 | -2% | 4% | 13% | -25% | 8% | 4% | -6% | -5%
CCN(CC)C(=O)Cn1c(=O)n(Cc2ccc(C(=O)NCCCOC)cc2)c(=O)c2ccccc21 | -3% | x | -7% | x | -6% | -5% | x | 6%
CCOc1ccc(-c2c(C)nn3c(C)c(C(=O)NC(C)c4ccccc4)cnc23)cc1OCC (configuration not stated) | -1% | x | u | x | -20% | u | x | -2%
COC(=O)c1ccc(/C=C/C(=O)c2cccc(OC)c2)cc1 | -1% | -11% | u | 12%[10 µM] | 1% | u | -12% | -14%
CC(C)(C)OC(=O)NCC(=O)NCC(=O)OCc1ccccc1 | -1% | 0% | 6% | -4%[10 µM] | 5% | 0% | -10% | 2%
COc1ccc(CCN2C(=O)NC(NC(=O)c3ccccc3OC)(C(F)(F)F)C2=O)cc1OC (configuration not stated) | 6% | x | 2% | x | -15% | -15% | x | 2%
Cc1cccc(N2C(=O)CC(N(O)c3ccccc3)C2=O)c1 (configuration not stated) | -1% | -3% | -9% | -19% | -10% | u | -9% | 3%
C/C=C/CSc1nc2c(c(=O)[nH]c(=O)n2C)n1CCC | 2% | 4% | -3% | -21%[10 µM] | -4% | -6% | -7% | -3%
CC1CCc2nc3ncn(Cc4ccccc4F)c(=O)c3cc2C1 (configuration not stated) | -6% | x | -7% | x | -4% | -4% | x | 12%
CCOc1ccc(C(=O)NCC2OCCc3ccccc32)cc1 (configuration not stated) | -3% | -2% | -2% | -17%[10 µM] | -4% | u | i | -2%
CCCC(=O)NCC(c1ccc2c(c1)OCO2)N1CCOCC1 (configuration not stated) | 0% | x | -4% | x | -10% | -3% | x | 3%
CC(C)(C)C(=O)N(Cc1nc2ccccc2c(=O)[nH]1)Cc1cccs1 | 1% | 15% | 6% | 10%[10 µM] | -5% | -6% | -1% | -7%
CCS(=O)(=O)N1CCc2cc(C(=O)Nc3ccc(C)c(Cl)c3)ccc21 | -1% | x | 10% | x | -10% | -15% | x | -5%
CCc1ccc(NC(=O)[C@H](Cc2ccccc2)N2Cc3ccccc3C2=O)cc1 | -6% | x | -16% | x | 6% | 10% | x | 4%
Oc1ccc2ccccc2c1C=NCc1ccccc1 | -27% | u | u | 2%[10 µM] | u | u | -8% | u

In the list so far, 6 have fluorine.
SMILES | TR SRC2 fluor cs | L3MBTL1 inh | Tau fibril FP | HTT ATP protect | Tau fluor counter | Tau ThT inhib | RECQ1 inh | TRb-SRC2 inh
CCCn1cc(S(=O)(=O)c2cccc(Cl)c2)c(=O)c2cc(F)c(N3CCN(CC)CC3)cc21 | 112µM*[quencher] | x | 3% | x | 5% | 6% | x | -26%
O=c1[nH]ncn1-c1cccc(C(F)(F)F)c1 | 2% | -1% | -1% | 19%[10 µM] | 0% | 5% | 0% | 7%
CCOC(=O)N1CCN(Cc2c(F)cccc2F)CC1 | 0% | x | 3% | 7% | -3% | -10% | -7% | 2%
CCCCn1c2ccc(F)cc2c2nnc(SCCN(CC)CC)nc21 | 2% | x | 5% | x | -7% | -6% | x | 4%
COc1ccc(CCN2C(=O)NC(NC(=O)c3ccccc3OC)(C(F)(F)F)C2=O)cc1OC (configuration not stated) | 6% | x | 2% | x | -15% | -15% | x | 2%
CC1CCc2nc3ncn(Cc4ccccc4F)c(=O)c3cc2C1 (configuration not stated) | -6% | x | -7% | x | -4% | -4% | x | 12%
